PTHR1 agonist: activates the human parathyroid hormone receptor PTHR1; Q03431; HEK293 GP2 PTHR1 cells, GloSensor cAMP luminescence, 1 h; Potency, µM (top dose mostly 115 µM), without a hit: at the top dose activation, hits mostly activators; 0.075% of 410,000 active; also: nearly all actives have a fitted effect of over 55% in size; some results filed as inactive show a strong effect at the top dose; inactives centre near -15; many of its hits are not listed in these tables
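HEK-293-derived GP2 cells expressing PTHR1 and a GloSensor cAMP reporter, 3,000/well, plated overnight, given luciferin plus IBMX (each 0.5 mM as added) for 1 h at 37 °C, then compound for 1 h at 37 °C. Luminescence was read after 15 min at room temperature.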
FUS suppressor: suppressors of FUS proteinopathy in yeast. S. cerevisiae FUS-expressing, growth rescue, OD600, 24 h. Potency, µM (series often up to 76.6 µM), inactives show top-dose growth rescue (activation), hits mostly activators. 0.24% of 390,000 active. AID 1347120;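 also: plate controls were DMSO vehicle for no effect and reference control for full effect; nearly all actives have a fitted effect of over 55% in size; some results filed as inactive show a strong effect at the top dose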
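Quantitative HTS measuring growth restoration of FUS-toxic yeast. Galactose-induced cells (OD 0.005) were exposed 24hr at 30C to compounds at several concentrations, then absorbance at 600 nm was recorded.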
EPAC1 ag: agonists of human EPAC1. O95398. EPAC1 agonist qHTS, biochemical assay; response scale: 100% = response to 6.5 mM cAMP. Potency, µM (highest dose often 154 µM), for inactives: at the top dose activation, usual class: activators. 0.073% of 360,000 active; also: nearly all actives have a fitted effect of over 60% in size
Target sequence (O95398 whole entry, looked up): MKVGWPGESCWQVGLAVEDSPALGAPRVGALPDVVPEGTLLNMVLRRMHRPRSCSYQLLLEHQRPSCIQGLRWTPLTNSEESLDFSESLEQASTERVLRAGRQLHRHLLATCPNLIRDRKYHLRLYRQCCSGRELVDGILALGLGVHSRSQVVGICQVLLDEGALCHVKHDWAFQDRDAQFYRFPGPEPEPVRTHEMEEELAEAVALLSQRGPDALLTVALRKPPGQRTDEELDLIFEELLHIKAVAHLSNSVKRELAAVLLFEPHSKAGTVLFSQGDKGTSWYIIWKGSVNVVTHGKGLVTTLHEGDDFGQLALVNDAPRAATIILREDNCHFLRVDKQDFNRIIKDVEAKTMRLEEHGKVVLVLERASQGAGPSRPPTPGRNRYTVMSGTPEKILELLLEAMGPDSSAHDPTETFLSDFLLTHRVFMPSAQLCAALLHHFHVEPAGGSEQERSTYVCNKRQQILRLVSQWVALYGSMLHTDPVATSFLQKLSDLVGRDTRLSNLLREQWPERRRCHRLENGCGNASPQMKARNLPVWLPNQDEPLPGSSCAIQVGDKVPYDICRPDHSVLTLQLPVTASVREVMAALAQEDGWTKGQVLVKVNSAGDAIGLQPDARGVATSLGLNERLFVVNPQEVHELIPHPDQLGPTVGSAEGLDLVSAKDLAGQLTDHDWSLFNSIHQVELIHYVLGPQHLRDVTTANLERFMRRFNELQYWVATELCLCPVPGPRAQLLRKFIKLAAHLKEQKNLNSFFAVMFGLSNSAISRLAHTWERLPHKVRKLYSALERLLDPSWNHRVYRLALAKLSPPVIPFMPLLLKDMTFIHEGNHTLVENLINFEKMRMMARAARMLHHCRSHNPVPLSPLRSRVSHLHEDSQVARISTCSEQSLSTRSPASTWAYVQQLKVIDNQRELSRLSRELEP
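Fluorescent GDP-exchange assay: 100 nM EPAC1 with 250 nM Rap1B preloaded with BODIPY-GDP and 50 uM GDP; compounds tested as concentration series, 5 min at room temperature, then read every 5 min for 30 min (ex 480/em 540 nm); normalized to 6.5 mM cAMP.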
TDP-43 yeast inh: inhibitors of TDP-43 toxicity in yeast; Potency, µM (titrated, usually from 46.1 µM), for inactives: at the top dose growth rescue (activation), usual class: activators; TDP-43 expressing yeast growth rescue, BacTiter-Glo, 24 h; 1.8% of 410,000 active; AID 652104; also: % of control where 0% means no effect; nearly all actives have a fitted effect of over 50% in size
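In this qHTS, compounds that restore growth of yeast expressing TDP-43 appear as activators. Cells (OD600=0.02, galactose medium, raffinose-pregrown) are incubated with compound 24 hr at 30 deg C and growth is quantified by BacTiter-Glo.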
EPAC2 antag: EPAC2 (human) antagonism; Q8WZA2; EPAC2 GEF exchange of Rap1B-BODIPY-GDP, fluorescence; Potency, µM (highest dose often 114 µM), inactives show at the highest dose activity, negative = inhibition, hits mostly inhibitors; 0.18% of 360,000 active; also: % is scaled to controls: 0 for no effect and ±100 for the full control effect; nearly all actives have a fitted effect of over 45% in size; many of its hits are not listed in these tables
EPAC1 antag: EPAC1 (human) antagonism; Potency, µM (doses to about 115 µM), without a hit: at the top dose activity change, negative = inhibition, usual class: inhibitors; EPAC1 GEF assay, Rap1b-BODIPY-GDP exchange fluorescence; O95398; AID 720709; 0.14% of 360,000 active;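 also: plate controls were vehicle for no effect and positive control for full effect; nearly all actives have a fitted effect of over 50% in size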
aSyn rescue: alpha-synuclein toxicity inhibition in yeast; Yeast expressing alpha-synuclein, growth rescue, BacTiter-Glo, 24 h; Potency, µM (titrated, usually from 46.1 µM), inactives show at the highest dose growth rescue (activation), usual class: activators; 0.14% of 370,000 active; AID 652106; also: % of control where 0% means no effect; nearly all actives have a fitted effect of over 65% in size
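Galactose-induced alpha-syn yeast (OD600=0.02, raffinose-pregrown) + pinned cpd, 24 hr, 30 deg C; growth by BacTiter-Glo luminescence. Growth restoration scores as activation.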
EPAC2 agonist: EPAC2 (human) agonism. EPAC2 activation, biochemical qHTS; response scale: 100% = 6.5 mM cAMP response. Potency, µM (doses to about 154 µM), without a hit: at the highest dose activation, hits mostly activators. 0.079% of 360,000 active; also: nearly all actives have a fitted effect of over 50% in size
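qHTS, titration series. 100 nM EPAC2 / 250 nM Rap1B-BODIPY-GDP / 50 uM GDP; RT; ex 480/em 540 nm, 5-min reads to 30 min. Norm. to 6.5 mM cAMP = activation.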
An asterisk follows results filed as active; i = inactive; ? = inconclusive; . = no result given; & = joins results of further samples; [ ] = remark or other dose. Calls follow the shape of the dose curve; as a rule, active = well fitted curve in the direction sought with a large enough effect; inconclusive = small, poorly fitted or top-dose-only effect, or another doubt; inactive = no such curve, though single readings can be large; an effect the other way counts as inactive or inconclusive. Potency is read from the fitted curve at half-maximal effect.

1) CNC(=S)N1CCC(NC(=O)C23CC4CC(CC(C4)C2)C3)CC1
2) CC(=O)OCCSc1c(-c2ccccc2)c2cc(Cl)ccc2[nH]c1=O
3) Clc1cccc(-c2ccc3ncnc(NCc4cccnc4)c3c2)c1
4) O=C(CSc1nc2ccc(Cl)cc2[nH]1)NCCc1ccc(Cl)cc1
5) NNC(=O)c1cc(S(=O)(=O)N2CCOCC2)c[nH]1
6) CCC(C)(C)NC(=O)C(c1ccc(OC)cc1)N(C(=O)CCC(=O)Nc1cc(C)on1)c1cc(OC)ccc1OC (centres undefined)
7) Cc1ccccc1-n1c(SCC(=O)c2cc(C)n(C)c2C)nnc1-c1cccnc1
8) Cc1c[n+]([O-])ccc1[N+](=O)[O-]
assay / compound | 1 | 2 | 3 | 4 | 5 | 6 | 7 | 8
PTHR1 agonist | i | i | -12% | i | -35%[inhibitor] | -6% | -20%[57.5 µM] | i
FUS suppressor | -20% | . | -10% | -4% | -11% | 40% | 27% | -9%
EPAC1 ag | 7% | -2% | -3% | -11% | 1% | -15% | 0% | 5%
TDP-43 yeast inh | 6% | ? | . | -5% | 7% | 12% | -9% | 4%
EPAC2 antag | 6% | -24% | 1% | 0% | 1% | -9% | -7% | -1%
EPAC1 antag | -25% | -14% | -23% | -15% | -4% | -5% | -20% | -4%
aSyn rescue | ? | 3% | . | -6% | -1% | 2% | 1% | -7%
EPAC2 agonist | -2% | -2% | 14% | -13% | 10% | 2% | 0% | 5%

Shown with two lines to a compound: part of the list above.
Values run as follows: PTHR1 agonist	FUS suppressor	EPAC1 ag	TDP-43 yeast inh	EPAC2 antag	EPAC1 antag	aSyn rescue	EPAC2 agonist
#1 CNC(=S)N1CCC(NC(=O)C23CC4CC(CC(C4)C2)C3)CC1
→ i	-20%	7%	6%	6%	-25%	?	-2%
#2 CC(=O)OCCSc1c(-c2ccccc2)c2cc(Cl)ccc2[nH]c1=O
→ i	.	-2%	?	-24%	-14%	3%	-2%
#3 Clc1cccc(-c2ccc3ncnc(NCc4cccnc4)c3c2)c1
→ -12%	-10%	-3%	.	1%	-23%	.	14%
#4 O=C(CSc1nc2ccc(Cl)cc2[nH]1)NCCc1ccc(Cl)cc1
→ i	-4%	-11%	-5%	0%	-15%	-6%	-13%
#5 NNC(=O)c1cc(S(=O)(=O)N2CCOCC2)c[nH]1
→ -35%[inhibitor]	-11%	1%	7%	1%	-4%	-1%	10%
#6 CCC(C)(C)NC(=O)C(c1ccc(OC)cc1)N(C(=O)CCC(=O)Nc1cc(C)on1)c1cc(OC)ccc1OC (centres undefined)
→ -6%	40%	-15%	12%	-9%	-5%	2%	2%
#7 Cc1ccccc1-n1c(SCC(=O)c2cc(C)n(C)c2C)nnc1-c1cccnc1
→ -20%[57.5 µM]	27%	0%	-9%	-7%	-20%	1%	0%
#8 Cc1c[n+]([O-])ccc1[N+](=O)[O-]
→ i	-9%	5%	4%	-1%	-4%	-7%	5%

Further records.
9) CCN(C(=O)CSc1nnc(-c2ccccc2)n1C)C1CCS(=O)(=O)C1 (centres undefined)
10) O=C(COC(=O)CSc1ccc([N+](=O)[O-])cc1)NCc1ccco1
11) Cc1cc(C)n2nc(SCC(=O)N3CCc4ccccc43)nc2n1
12) O=C(CCn1nc(-c2ccccc2)c2ccccc2c1=O)N1CCN(c2ccccc2)CC1
13) COC(=O)c1ccc(OCC2c3cc(OC)c(OC)cc3CCN2C(=O)C(C)C)cc1 (centres undefined)
14) COc1ccccc1N1CCN(C(=O)CSc2nc(N)cc(=O)[nH]2)CC1
15) CC1C(=O)CCCCCCCCCC2C1(N1CCOCC1)CS2(=O)=O (centres undefined)
16) COC(=O)c1ccc(Sc2ccc(F)cc2)c(N)c1
assay / compound | 9 | 10 | 11 | 12 | 13 | 14 | 15 | 16
PTHR1 agonist | i | i | i | -34% | -11% | -2%[57.5 µM] | -4% | i
FUS suppressor | 0% | 18% | . | ? | 31% | 16% | -8% | 16%
EPAC1 ag | 1% | ? | -14% | -10% | . | -4% | -5% | 16%
TDP-43 yeast inh | -16% | 9% | 9% | ? | 24% | -24% | 15% | 3%
EPAC2 antag | -3% | 3% | 3% | 7% | . | 7% | 12% | -1%
EPAC1 antag | -5% | -15% | -4% | 5% | . | 17% | -4% | -1%
aSyn rescue | -1% | -2% | -18% | 1% | -3% | 0% | -1% | -1%
EPAC2 agonist | -4% | -1% | 2% | 11% | . | -3% | -5% | 15%

17) CC(c1ccccc1)n1c(S(=O)(=O)O)nc2ccccc21 (centres undefined)
18) CC(C)c1ccc(S(=O)(=O)N2CCN(C(=O)C3CCN(C(=O)c4ccc(F)cc4)CC3)CC2)cc1
19) O=C(Nc1ccc(C(F)(F)F)cc1)c1ccccc1
20) CC(C)c1ccc(NC(=O)CNC(=O)Cn2ccc3ccccc3c2=O)cc1
21) O=C(NC1CCCc2ccccc21)c1cc(Cl)ccn1 (centres undefined)
22) O=C(N/N=C/c1ccc2cccnc2c1)c1ccco1
23) N#Cc1c(-c2ccc(Br)cc2)cc(-c2cccnc2)nc1N
24) O=c1c2cc(Br)ccc2[nH]c(=S)n1Cc1cccnc1
assay / compound | 17 | 18 | 19 | 20 | 21 | 22 | 23 | 24
PTHR1 agonist | -1% | -22% | i | -10% | i | -21% | -20% | 21%
FUS suppressor | -2% | 35% | -8% | -3%&-29% | -12% | 1% | 28% | .
EPAC1 ag | 8% | -6% | -24% | -1% | -3% | -1% | -4% | -6%
TDP-43 yeast inh | -2% | 6% | 22% | -7%&7% | 13% | -13% | 4% | 0%
EPAC2 antag | -11% | 0% | 10% | 0% | -23% | 1% | -10% | -12%
EPAC1 antag | ? | -13% | -11% | 9% | -13% | -21% | -5% | -26%
aSyn rescue | -4% | 8% | -10% | 2% | -2% | 2% | -5% | 1%
EPAC2 agonist | 9% | -5% | 1% | -2% | 4% | 3% | 9% | -4%

25) COc1cccc(C(=O)Nc2cc(C(F)(F)F)ccc2Cl)c1
26) Cc1ccc2nc(NCCCN3CCOCC3)c(C=NCCCN3CCOCC3)c(=O)n2c1
27) C[C@H]1COc2cc(N3CCN(Cc4ccccc4F)CC3)ccc2S(=O)(=O)N1
28) Cc1ccc(CNC(=O)COC(=O)c2cccc(S(=O)(=O)N3CCCCC3)c2)cc1
29) CCOC(=O)[C@]12CCC=C1N(Cc1ccc3c(c1)OCO3)C(=O)[C@H](CC(=O)NCC1CCCCC1)C2
30) COc1ccc(Cc2nc(-c3cccs3)no2)cc1
31) O=C(Nc1cccc(-c2cnc3ccccc3n2)c1)c1ccncc1
32) CCCOc1ccccc1C(=O)NC(CO)C(=O)O (centres undefined)
assay / compound | 25 | 26 | 27 | 28 | 29 | 30 | 31 | 32
PTHR1 agonist | -9%[57.5 µM] | i | -24% | -87%[inhibitor] | -15% | -14% | -14% | -19%[57.5 µM]
FUS suppressor | -13% | 29% | -15% | 17% | 39% | -17% | 0% | 14%
EPAC1 ag | ? | 7% | 7% | -2% | 4% | 3% | 4% | 4%
TDP-43 yeast inh | ? | -7% | 21% | 15% | 0% | 2% | 2% | -6%
EPAC2 antag | -14% | -6% | 1% | 0% | 0% | -18% | 2% | -6%[57.1 µM]
EPAC1 antag | -20% | -2% | 0% | 3% | 5% | 19% | -17% | -20%
aSyn rescue | 10% | -1% | -9% | 9% | 13% | -4% | 3% | 0%
EPAC2 agonist | 20% | 5% | 5% | 8% | 10% | 8% | -1% | 2%

33) O=C(/C=C/c1ccco1)Nc1cc(Cl)ccc1C(=O)O
34) CCOC(=O)C1CCN(C(=O)c2cccc(NS(=O)(=O)c3ccc(Br)cc3)c2)CC1
35) Cc1ccc(N2C(=O)C(F)(F)C2c2ccccc2)cc1 (centres undefined)
36) COC(=O)c1ccc(CSc2nnc(C)n2N)o1
37) Cc1cc(C)n(-c2nc3ccccc3nc2N2CCCC2)n1
38) CS(=O)(=O)N1CCN(c2nc(-c3ccccc3)cs2)CC1
39) Cc1ccc(-n2ccnc2SCC(=O)O)c(C)c1
40) COc1ccccc1OCCSc1nc2ccc([N+](=O)[O-])cc2s1
assay / compound | 33 | 34 | 35 | 36 | 37 | 38 | 39 | 40
PTHR1 agonist | -28% | -10% | -9% | i | -8%[57.5 µM] | -24%[57.5 µM] | 0%[57.5 µM] | -21%
FUS suppressor | . | 28% | -43% | . | 17% | 40% | -1% | .
EPAC1 ag | 0% | -5% | -3% | -9% | 5% | -1% | -5% | 6%
TDP-43 yeast inh | 25% | -16% | 19% | 10% | 9% | ? | 0% | 20%
EPAC2 antag | -3% | -5% | ? | 11% | 0% | -22% | 9% | -1%
EPAC1 antag | -14% | -11% | -18% | 0% | -3% | 2% | 9% | 5%
aSyn rescue | -58%[inhibitor] | -3% | -5% | -6% | -6% | 22% | 2% | -6%
EPAC2 agonist | -5% | 11% | 11% | 1% | 1% | -84%[inhibitor][15.6 µM] | 6% | 25%

41) O=C(CCc1nnc(Cc2ccc(-c3ccccc3)cc2)o1)NCCc1ccccn1
42) CCOC(=O)C(C)Oc1ccsc1C(=O)OC (centres undefined)
43) CCOc1ccc(NC(=O)CN2C(=O)CSC(C)C2=O)cc1 (centres undefined)
44) CC(C)(CNC(=O)c1sc2cc(Cl)ccc2c1Cl)N1CCOCC1
45) CS(=O)(=O)N(CC(O)Cn1c2ccccc2c2ccccc21)c1ccccc1 (centres undefined)
46) O=C(Nc1cccc(C(F)(F)F)c1)c1cc(-c2ccco2)on1
47) O=C(c1ccccc1)c1cn[nH]c1-c1ccccc1O
48) C[C@H]1COC(=O)[C@@H](NC(=O)OCC2c3ccccc3-c3ccccc32)C/C=C\C[C@H](CC(=O)NCCO)C(=O)N1
49) CCOC(=O)c1cnn(-c2cc(Oc3ccccc3C)ncn2)c1N
assay / compound | 41 | 42 | 43 | 44 | 45 | 46 | 47 | 48 | 49
PTHR1 agonist | -15% | -7%[57.5 µM] | -5% | -56%[inhibitor] | -7%[57.5 µM] | i | i | -9% | -9%[57.5 µM]
FUS suppressor | 0% | -9% | 2% | -1% | 30% | 7% | -2% | -7% | 4%
EPAC1 ag | -1% | 3% | 0% | 6% | 0% | 0% | -6% | -5% | -2%
TDP-43 yeast inh | 3% | -12% | 13% | -5% | 13% | -2% | 3% | 22% | -12%
EPAC2 antag | 0% | 5% | 1% | -2% | -12% | 1% | -1% | -21% | 0%
EPAC1 antag | 5% | 17% | -4% | -9% | -20% | -14% | -13% | -3% | 14%
aSyn rescue | -1% | -8% | -1% | 1% | 8% | -2% | 13% | -3% | -5%
EPAC2 agonist | -2% | 2% | -3% | 10% | 0%[15.6 µM] | 5% | 1% | 10% | 19%[15.6 µM]

High-throughput results deposited in PubChem BioAssay by National Center for Advancing Translational Sciences (NCATS).

The list is partial. The share of hits here may be higher or lower than overall.
